# Screens from PubChem BioAssay.
# CRFBP-R2 block: blocks CRF-induced signaling of the CRF-BP/CRF-R2 complex; HEK293 CRF-R2/CRF-BP, CRF-induced calcium fluorescence; hit rate 0.59% among 350,000; inhibition, % at 11.8 µM;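 active = inhibition of the ligand-induced calcium signal above about 50% at the single tested concentration, limit read from the data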
# M4 PAM: CHRM4 positive allosteric modulation; P08173; hit rate 0.4% among 360,000; CHO-K1 hM4/Gqi5, Fluo-8 calcium fluorescence, ACh EC20; 0% = ACh EC20, 100% = maximal ACh; AID 624126; activation, % at 3 µM;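 active = activation above its plate's cutoff, the mean activation of sample wells plus 3 SD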; also: some results filed as inactive read as strong as hits
# Target sequence (P08173 whole entry, looked up): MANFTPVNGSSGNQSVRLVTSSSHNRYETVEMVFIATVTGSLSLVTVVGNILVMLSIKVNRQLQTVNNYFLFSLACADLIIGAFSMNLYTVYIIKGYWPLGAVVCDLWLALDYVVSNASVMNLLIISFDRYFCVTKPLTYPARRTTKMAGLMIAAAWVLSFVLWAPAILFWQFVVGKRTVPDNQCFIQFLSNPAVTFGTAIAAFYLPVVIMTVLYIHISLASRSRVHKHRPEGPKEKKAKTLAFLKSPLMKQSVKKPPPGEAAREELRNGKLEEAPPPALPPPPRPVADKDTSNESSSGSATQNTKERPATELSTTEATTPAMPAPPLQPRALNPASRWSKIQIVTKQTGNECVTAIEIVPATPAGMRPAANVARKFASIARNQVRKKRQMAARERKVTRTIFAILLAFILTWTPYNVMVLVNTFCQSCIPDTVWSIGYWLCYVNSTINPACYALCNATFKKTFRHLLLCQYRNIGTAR
# IDE inh: inhibitors of human insulin-degrading enzyme in cells | inhibition, % at 5.59 µM | hit rate 0.41% among 320,000 | P14735 | HEK cells, FAbetaB cleavage, fluorescence polarization;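 active = percent inhibition above the average of all tested compounds plus 3 SD, set per screening campaign, cut at about 16% in these data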;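 also: IDE supplied by intact live HEK cells; FP after avidin binding of uncleaved biotin substrate so inhibition keeps polarization high; 0% = DMSO wells and 100% = 60 µM reference IDE inhibitor Ii1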
# CHRM5 PAM: potentiates acetylcholine response at human M5 receptor; P08912; CHO-K1 hM5, Fluo-8 calcium, ACh EC20 PAM; 0% = ACh EC20, 100% = ACh EC100; activation, % at 3 µM; hit rate 0.3% among 360,000;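 active = activation above the run cutoff, the mean activation of all test compounds plus 3 SD, cut at about 18% in these data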
# Target sequence (P08912 whole entry, looked up): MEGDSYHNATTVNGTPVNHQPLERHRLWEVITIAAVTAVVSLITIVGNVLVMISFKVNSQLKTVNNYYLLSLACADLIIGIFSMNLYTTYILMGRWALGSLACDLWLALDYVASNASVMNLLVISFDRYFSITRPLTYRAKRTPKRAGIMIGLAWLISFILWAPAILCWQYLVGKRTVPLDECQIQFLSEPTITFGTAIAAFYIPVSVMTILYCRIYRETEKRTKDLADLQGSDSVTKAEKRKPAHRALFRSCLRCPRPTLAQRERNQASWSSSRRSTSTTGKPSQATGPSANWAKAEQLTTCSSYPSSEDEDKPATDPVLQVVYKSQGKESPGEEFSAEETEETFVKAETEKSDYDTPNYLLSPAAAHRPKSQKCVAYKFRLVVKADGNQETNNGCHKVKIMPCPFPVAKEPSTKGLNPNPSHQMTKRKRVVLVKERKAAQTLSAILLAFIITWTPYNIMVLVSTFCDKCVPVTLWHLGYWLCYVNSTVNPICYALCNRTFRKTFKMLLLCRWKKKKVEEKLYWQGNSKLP
#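 Assay system: CHO-K1 hM5 cells / Incubation: Fluo-8 loading 80 min at 37 °C plus 30 min room temperature / Technique: Fluo-8 calcium dye fluorescence, kinetic read / Repeats: single replicate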
# CHRM5 agonist: CHRM5 agonism in calcium assay. hit rate 0.19% among 360,000. AID 624037. CHO-K1 hM5 cells, Fluo-8 calcium fluorescence; 0% DMSO wells, 100% maximal acetylcholine response. activation, % at 3 µM;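 active = activation above the run's mean over test compounds plus 3 SD, cut at about 23% in these data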;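 also: signal is peak over basal fluorescence ratio across the kinetic read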
# CHRM5 antagonist: blocks acetylcholine activation of human M5 receptor. hit rate 0.59% among 360,000. CHO-hM5 cells, Fluo-8 calcium fluorescence, ACh EC80. P08912. AID 624040. inhibition, % at 3 µM;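 active = inhibition above a per-plate cutoff, the mean of that plate's test compounds plus 3 SD, cut at about 27% in these data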;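 also: 0% = acetylcholine EC80 with DMSO and 100% = DMSO without agonist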
# CRFR2-BP ag: CRF-BP/CRF-R2 complex agonism | HEK293 CRF-R2/CRF-BP, calcium dye fluorescence (FLIPR); percent of saturating CRF peptide response | activation, % at 13.2 µM | hit rate 0.46% among 350,000;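 active = activation of at least 50%, plus an integration ratio under a set limit after plate pattern correction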;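 also: plate controls were neutral control wells without compound for no effect and CRF at EC100 for full effect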
# M4 ag: agonists of human muscarinic M4 receptor (CHRM4); P08173; CHO-K1 hM4/Gqi5, Fluo-8 calcium fluorescence; vehicle 0%, full acetylcholine response 100%; activation, % at 3 µM; hit rate 0.14% among 360,000;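 active = activation above the run mean over all test wells plus 3 SD, cut at about 32% in these data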;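 also: peak over basal fluorescence ratio per well then scaled between controls; 0% = DMSO wells and 100% = acetylcholine at EC100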
# CHRM4 antagonist: blocks acetylcholine activation of human M4 receptor; P08173; hit rate 0.73% among 360,000; inhibition, % at 3 µM; CHO-hM4 cells, ACh EC80, Fluo-8 calcium fluorescence;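 active = inhibition above its plate's cutoff, the mean inhibition of sample wells plus 3 SD, cut at about 27% in these data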;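 also: 0% = acetylcholine EC80 with DMSO and 100% = DMSO without agonist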
# The depositor's hits bear a star; · = not tested or not shown. The order is random; 2.9% or so of the library scored in one or more.
SMILES,CRFBP-R2 block,M4 PAM,IDE inh,CHRM5 PAM,CHRM5 agonist,CHRM5 antagonist,CRFR2-BP ag,M4 ag,CHRM4 antagonist
O=C(c1ccccn1)N1CCN(S(=O)(=O)c2ccccc2)CC1,6,4,5,0,-6,8,-0.6,13,-12
Cc1nccn1CC(=O)N/N=C/c1cccs1,-2,-9,-3,2,0,-1,2.2,0,3
OCCCCCN=c1cc(-c2ccccc2)oc2ccc(Cl)cc12,25,11,1,-7,-5,14,-0.9,2,-11
CC(=O)c1ccc(S(=O)(=O)Nc2c(C)nn(C)c2C)cc1,-15,7,·,4,-3,8,-0.6,0,14
Cc1ccsc1CN(C)CC(=O)NCC(=O)Nc1ccc(F)cc1,2,0,-3,-1,1,7,-1.5,1,0
COc1ccccc1OCCSc1nnnn1-c1ccc(C)cc1,15,4,3,-7,-1,3,-0.3,2,2
COc1ccc(C(CNC(=O)c2cccc3cccnc23)N(C)C)cc1 (stereo not given),-1,-7,3,6,-2,-8,0.2,1,13
CC(C)[C@H](NC(=O)[C@@H]1Cc2ccccc2CN1C(=O)OC(C)(C)C)C(=O)NCC1CCCO1 (stereo not given in full),21,13,14,10,-4,-2,1.2,2,-12
FC(F)(F)c1ccccc1Cc1c(C2CCCCC2)nc2ccc(Cl)cn12,·,-1,·,-9,1,2,·,-1,-4
Cc1ccc(NC(=S)NCC(C)CSc2ccc(Cl)cc2)cc1 (stereo not given),-1,3,4,-4,-5,11,-1.3,3,7
Cc1noc(C)c1COc1cccc(C(=O)Nc2ccccc2N2CCOCC2)c1,27,0,0,-4,-6,1,-0.4,2,-10
CCN(c1ccc(C)cc1C)S(=O)(=O)c1nnc(NC(=O)C(C)(C)C)s1,29,-12,-1,-8,-3,6,0.8,2,-5
COC(=O)c1cccc(NC(=O)c2cccc(OC)c2)c1,6,-6,2,-5,-1,9,0.2,1,9
CC(C)CC(NC(N)=O)C(=O)NCCc1ccc(Cl)cc1Cl (stereo not given),-17,-11,1,2,-1,6,-0.7,1,3
O=C(Nc1nc2c(s1)CN(Cc1ccccc1)CC2)c1c(F)cccc1F,-15,4,0,7,-5,1,3.5,1,-13
Cc1ccc(C23CC4CC(CC(C(=O)OCC(=O)N(C)C)(C4)C2)C3)cc1,-8,4,0,3,-1,0,2.5,4,-5
COC(=O)CCCSc1nccn1-c1ccccc1,4,3,-1,1,-1,3,1.0,1,-6
S=C(Nc1cc(Cl)cc(Cl)c1)N1CCCC1,-7,4,1,1,-4,-2,-0.1,1,-1
CCCCNC(=O)C1(C)CCCCN1C(=O)c1c(Cl)cccc1Cl (stereo not given),·,0,·,-3,-1,4,·,0,-5
CC(=O)N1c2ccc(S(=O)(=O)N3CCCC3C(=O)NCc3ccccc3Cl)cc2CC1C (stereo not given),-1,10,3,1,-2,-9,1.1,1,-30
Cc1cc2ccccc2n1CCNC(=O)COc1ccc2ccccc2c1,-12,-5,0,-2,1,2,12,2,-3
O=C(N/C(=C/c1ccccc1Cl)C(=O)N1CCOCC1)c1ccccc1,12,4,-2,2,1,-2,0.8,0,4
COc1cc(C)c(-c2cc(C(=O)O)c(C)o2)cc1C(C)C,16,7,5,2,1,-6,-1.6,0,10
COC(=O)c1sccc1NC(=O)CNC(=O)c1ccccc1,-8,1,-5,1,6,-2,-2.5,10,-6
O=C(CCOc1ccccc1)Nc1nnc(-c2ccc3c(c2)OCCO3)o1,8,17,-2,4,-2,5,3.5,2,3
Cn1c(=O)c2c(ncn2CC(=O)Nc2cc(S(=O)(=O)N3CCCCC3)ccc2Cl)n(C)c1=O,3,9,-1,8,-3,-8,-5.3,1,-14
COCCCNC(=O)C1CCCN(C(=O)Nc2ccc(OC)cc2)C1 (stereo not given),5,-1,0,2,2,-1,1.6,0,0
COc1ccccc1C(=O)Nc1ccc(S(=O)(=O)N2CCc3ccccc32)cc1,-11,-9,1,0,0,2,-0.7,1,2
Cc1cc(S(=O)(=O)N2c3ccc(F)cc3CCC2C)ccc1-n1cnnn1 (stereo not given),12,-6,-4,-1,-4,2,-0.8,3,-5
CCCc1nc2c3ccccc3ccn2c1Cc1ccccc1C(F)(F)F,·,-6,·,-14,-7,8,·,-1,-6
COc1ccc2[nH]c(C)c(C(=O)CN3CCOCC3)c2c1,-9,6,2,-3,-2,-3,0.7,0,-8
O=C1NC[C@H](CCCCN2C[C@H](Cc3ccc(O)cc3)N(CCc3ccccc3)C(=O)C2=O)N(CCc2ccc(O)cc2)C1=O,·,14,·,-6,2,3,·,2,-11
Cc1cc(N)n(-c2ccc(C)c(C)c2)n1,-6,-9,-4,-1,-3,3,-0.8,-1,3
COc1ccc2c(CC(=O)Nc3ccccc3OC)coc2c1,14,-4,3,-1,-4,7,-0.1,0,0
CCOC(=O)N1CCN(C(=O)CN(c2ccc(Cl)c(C(F)(F)F)c2)S(C)(=O)=O)CC1,15,4,-2,-8,-1,7,-2.9,2,-1
CN(C)c1ccc(CC(=O)N2CCCC(c3cc(C(=O)Nc4ccc(F)c(Cl)c4)no3)C2)cc1 (stereo not given),·,-13,·,-12,3,17,·,16,28*
COc1ccccc1N1C(=O)c2ccccc2NC1c1ccncc1 (stereo not given),5,6,2,4,-2,-3,-3.0,-1,2
Cc1ccc(C)c(NC(=O)C2Cc3ccccc3CN2C(=O)OCc2ccccc2)c1 (stereo not given),7,-6,1,4,-9,-1,-0.3,0,0
Cc1ccc([C@@H]2CC(=O)[C@@H]3CN(S(=O)(=O)c4ccccc4C)[C@H](c4ccc(Cl)cc4)C[C@@H]3N2S(=O)(=O)c2ccc(C)cc2)cc1,12,-3,·,4,1,-4,0.0,1,9
Cc1nc(SCC(=O)c2cc(C)n(C3CC3)c2C)c2ccccc2n1,14,-2,·,-5,4,-1,0.3,6,-9
O=C1CC(Sc2nnnn2-c2ccccc2)C(=O)N1c1cccc(Cl)c1 (stereo not given),6,11,1,-2,-1,0,-1.8,2,-4
Cc1ccc(Cl)cc1N1CCN(CC(=O)Nc2ccc(CN3CCCCC3)cc2)CC1,-54,-15,6,-8,10,6,1.9,20,12
CN(C)S(=O)(=O)c1cccc(COc2ncnc3c(Cl)cc(Cl)cc23)c1,-7,-1,7,-1,-4,11,1.1,2,11
CCCN1C(=O)CN(C2CCCCCC2)C(=O)C1c1ccc(C)cc1 (stereo not given),-13,-9,-2,-2,-1,0,-0.3,0,8
CC(C)CCN1CCN(CCCc2ccccc2)CC1CCO (stereo not given),4,-5,3,2,-9,-3,-0.5,1,3
CCn1nnnc1SCC(=O)N1c2ccccc2CCc2ccccc21,11,0,1,12,-11,2,-0.3,0,8
O=C(CN1CC(=O)Oc2ccccc21)NCc1ccco1,11,6,-2,-1,-2,-1,-1.7,1,4
O=C(CSc1ccccc1)Nc1cccnc1,-6,17,-2,6,-2,-12,-0.7,1,-10

# Pulled by structure from the list above (four):
SMILES,CRFBP-R2 block,M4 PAM,IDE inh,CHRM5 PAM,CHRM5 agonist,CHRM5 antagonist,CRFR2-BP ag,M4 ag,CHRM4 antagonist
O=C1CC(Sc2nnnn2-c2ccccc2)C(=O)N1c1cccc(Cl)c1 (stereo not given),6,11,1,-2,-1,0,-1.8,2,-4
Cc1nc(SCC(=O)c2cc(C)n(C3CC3)c2C)c2ccccc2n1,14,-2,·,-5,4,-1,0.3,6,-9
CCn1nnnc1SCC(=O)N1c2ccccc2CCc2ccccc21,11,0,1,12,-11,2,-0.3,0,8
Cc1ccc(Cl)cc1N1CCN(CC(=O)Nc2ccc(CN3CCCCC3)cc2)CC1,-54,-15,6,-8,10,6,1.9,20,12

# Next structures follow:
SMILES,CRFBP-R2 block,M4 PAM,IDE inh,CHRM5 PAM,CHRM5 agonist,CHRM5 antagonist,CRFR2-BP ag,M4 ag,CHRM4 antagonist
C[C@H](CO)N1C[C@H](C)[C@@H](CN(C)S(=O)(=O)c2cccs2)Oc2c(NS(=O)(=O)c3cn(C)cn3)cccc2C1=O,1,7,2,-2,4,7,0.3,-1,3
O=c1[nH]c(=O)n([C@H]2C[C@H](O)[C@@H](CO)O2)cc1Br,18,7,0,1,2,-1,-1.9,2,-16
CCc1ccc(/C=C2\SC(=S)N(CCCC(=O)Nc3ccccn3)C2=O)cc1,-34,0,-2,2,-1,-1,24,1,1
O=C1/C(=C\c2cccs2)N=C(c2cccs2)N1Nc1ccccc1,-63,-3,0,0,-1,-4,6.1,3,5
COC(=O)c1c(NC(=O)C2CCCCC2)sc2c1CC(C)(C)NC2(C)C,-13,5,-4,0,16,0,-0.2,3,-8
Cc1cc(C)c2[nH]c(=O)c(CN(CC3CCCO3)C(=O)C3CCCO3)cc2c1 (stereo not given),10,9,6,-5,2,4,-1.7,1,-7
CC1(C)CC(=O)C=C(C(=O)N2CCCC(C(=O)c3cccc(Cl)c3)C2)O1 (stereo not given),8,8,-4,4,0,6,0.5,3,-14
COC(=O)c1cc(S(=O)(=O)NCc2ccccc2OC)cn1C,-8,8,3,-2,1,0,-1.6,6,-6
CCOc1cc(-c2nccc3cc(OC)c(OC)cc23)cc(OCC)c1OCC,9,-2,3,-4,-6,7,0.8,4,4
O=C(COC(=O)c1ccc(S(=O)(=O)N2CCCCC2)cc1)NCc1ccco1,-7,-3,2,2,6,-6,1.5,2,4
COc1cccc(CC(=O)OCC(=O)NC2(C#N)CCCC2)c1,5,9,-1,4,6,1,-3.0,0,-6

# Ordered by the number under M4 PAM (low to high): 3 of the compounds above
canonical_smiles	CRFBP-R2 block	M4 PAM	IDE inh	CHRM5 PAM	CHRM5 agonist	CHRM5 antagonist	CRFR2-BP ag	M4 ag	CHRM4 antagonist
CCOc1cc(-c2nccc3cc(OC)c(OC)cc23)cc(OCC)c1OCC	9	-2	3	-4	-6	7	0.8	4	4
C[C@H](CO)N1C[C@H](C)[C@@H](CN(C)S(=O)(=O)c2cccs2)Oc2c(NS(=O)(=O)c3cn(C)cn3)cccc2C1=O	1	7	2	-2	4	7	0.3	-1	3
COC(=O)c1cc(S(=O)(=O)NCc2ccccc2OC)cn1C	-8	8	3	-2	1	0	-1.6	6	-6

# One compound at a time, from the list above. Values in the order: CRFBP-R2 block	M4 PAM	IDE inh	CHRM5 PAM	CHRM5 agonist	CHRM5 antagonist	CRFR2-BP ag	M4 ag	CHRM4 antagonist
# COC(=O)c1sccc1NC(=O)CNC(=O)c1ccccc1 across the screens: -8	1	-5	1	6	-2	-2.5	10	-6
# CCN(c1ccc(C)cc1C)S(=O)(=O)c1nnc(NC(=O)C(C)(C)C)s1 across the screens: 29	-12	-1	-8	-3	6	0.8	2	-5
